ER stress rescue: protection against thapsigargin-triggered cell killing – 384-well, CSM14.1, ATP luminescence, primary screen (AID 1222) | CSM14.1 thapsigargin-induced death rescue, ATP luminescence; higher % means a stronger effect | one-dose cellular ATP content (survival), % at 20 µM; EC50 in µM for titrated hits | 190,000 tested, under 10 active;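 active means EC50 below 50 µM in the dose-response confirmation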;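 further: death triggered by thapsigargin at about 15 µM added after 2 h compound pretreatment; cell ATP read after overnight thapsigargin exposure of roughly 18 to 22 hours; normalized against plate controls of thapsigargin alone and 5% DMSO vehicle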
Dengue-2 NS5 capping: flavivirus cap methylation enzyme inhibition – biochemical, confirmation dose response, primary screen (AID 588689); Dengue-2 NS5 methyltransferase capping enzyme assay, biochemical; higher % means a stronger effect; inhibition, % at 25 µM, or IC50 in µM where a hit was titrated; actives 0.3% (n = 340,000); in the data active means a potency from the dose series
SV40 large T antigen: TAg ATPase/helicase activity blockers – biochemical (AID 1903) | SV40 large T antigen ATPase/helicase inhibition assay; higher % means a stronger effect | inhibition, % at 20 µM, or IC50 in µM where a hit was titrated | actives 0.39% (n = 310,000); in the data active means a potency from the dose series; further: strong numbers were not always called active
PhoP inhibition: inhibitors of PhoP regulon expression, primary screen, Salmonella Typhimurium, GFP reporter (AID 1863) | S. Typhimurium PhoP-regulated promoter GFP reporter, 4 h; higher % means a stronger effect | one-dose inhibition, % at 50 µM; IC50 in µM for titrated hits | actives 0.16% (n = 300,000);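 active means inhibition over 29.93%, a cutoff 3 SD above the screen mean, later confirmed by dose response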;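 further: 0% = low Mg2+ inducing control and 100% = high Mg2+ repressing control; strong numbers were not always called active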
Rac1 GTP hydrolysis: MgcRacGAP GTPase-activating activity inhibitors, confirmation, biochemical, ADP Hunter fluorescence | MgcRacGAP-stimulated Rac1 GTP hydrolysis, ADP Hunter fluorescence; higher % means a stronger effect; GST-tagged Rac1 F28L mutant substrate | inhibition, % at 30 µM, or IC50 in µM where a hit was titrated | actives 0.6% (n = 340,000) | AID 624330;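 active means first-screen hits whose inhibition reached a set limit at any dose in the follow-up dose series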;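 further: fluorescence reports GDP produced by GAP-driven GTP hydrolysis; strong numbers were not always called active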
GPR35 arrestin U2OS: inhibition of zaprinast-stimulated GPR35 beta-arrestin translocation – imaging, U2OS, beta-arrestin-GFP, zaprinast agonist, primary screen (AID 2058). U2OS GPR35 beta-arrestin-GFP translocation imaging, zaprinast antagonism; higher % means a stronger effect. inhibition, % at 10 µM, or IC50 in µM where a hit was titrated. actives 0.052% (n = 290,000);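 active means inhibition of at least 50% with at least 30 cells and total cytoplasm GFP at most 10,000,000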
West Nile virus CPE: inhibition of WNV-induced cytopathic effect – cell-based, CPE readout (AID 1621); West Nile virus-infected cells, CPE inhibition; higher % means a stronger effect; one-dose CPE inhibition, % at 10 µM; IC50 in µM for titrated hits; actives 0.02% (n = 290,000); in the data active means a potency from the dose series; further: strong numbers were not always called active
LYP inhibition: inhibitors of LYP phosphatase, biochemical, fluorescence intensity, uHTS (AID 1779) | recombinant LYP phosphatase, fluorescence intensity; higher % means a stronger effect | one-dose inhibition, % at 11.5 µM; IC50 in µM for titrated hits | actives 0.054% (n = 290,000); in the data active means inhibition above about 50%;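 further: plate controls were vehicle with enzyme for no effect and no enzyme for full effect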
RSV antiviral HEp-2: RSV antiviral activity via CPE protection, HEp-2 cells, primary 10 µM value included (AID 2391) | HEp-2 cells, RSV-induced CPE inhibition; higher % means a stronger effect | one-dose CPE inhibition, % at 10 µM; IC50 in µM for titrated hits | actives 0.13% (n = 310,000); in the data active means a potency from the dose series; further: strong numbers were not always called active
Dengue-2 NS5 capping pilot replicate: recorded beside Dengue-2 NS5 capping, whose call it bears; inhibition, %; measured here: pilot screen replicate inhibition
Starred values were filed as active, the others as inactive; · = not tested or not shown.

SMILES	ER stress rescue	Dengue-2 NS5 capping	SV40 large T antigen	PhoP inhibition	Rac1 GTP hydrolysis	GPR35 arrestin U2OS	West Nile virus CPE	LYP inhibition	RSV antiviral HEp-2	others
O=C(NCc1ccc2c(c1)OCO2)C1CC(c2cccc(Br)c2)=NO1 (stereo not drawn)	0.6%	-11%	19%	-1%	7%	19%	-0.3%	1%	1.6%
COc1cc(CN(C(=O)c2cccs2)C2CCS(=O)(=O)C2)cc(OC)c1OC (stereo not drawn)	·	-4%	9%	-6%	8%	15%	-0.5%	-1%	0.8%
O=C(CN1C(=O)S/C(=C\c2ccc(O)c([N+](=O)[O-])c2)C1=O)Nc1ccc(N2CCOCC2)cc1	·	-3%	-8%	-3%	5%	6%	-0.6%	14%	18%
Cc1ccc(C(=O)N2CCN(c3ccc(NC(=S)NC(=O)c4cccs4)cc3)CC2)cc1	3.5%	4%	4%	-3%	5%	4%	0.2%	-2%	19%
CCN(CC)S(=O)(=O)C1CCS(=O)(=O)C1 (stereo not drawn)	-3.8%	4%	14%	12%	5%	1%	0.3%	-2%	0.2%
Cc1cc(C)c2c(N=NN(C)C)[nH]nc2n1	-1.2%	-3%	4%	5%	5%	11%	-0.4%	3%	3.1%
Cc1[nH]cnc1CSCc1ccc(F)cc1	2.4%	-7%	7%	8%	3%	-2%	-0.5%	-3%	1.0%
CCCCn1nnnc1SCC(=O)NNC(=O)C1CCCCC1	-2.0%	-1%	2%	-2%	-2%	-6%	-0.3%	-2%	0.7%
O=C(Cn1cncn1)c1ccc(F)cc1F	-1.1%	-12%	11%	-8%	4%	18%	0.2%	-3%	0.1%
Cc1ccccc1N(C(=O)c1snc(C(N)=O)c1N)C(C(=O)NCC1CCCO1)c1ccc(F)cc1 (stereo not drawn)	·	-6%	-1%	-4%	3%	1%	-1.0%	-11%	2.5%
COc1cc(/C=C2/N=C(c3ccccc3F)OC2=O)cc(Cl)c1OS(C)(=O)=O	-1.6%	-4%	10%	-7%	2%	-21%	-0.4%	-6%	-0.2%
O=C(O)C1C2C=CC(O2)C1C(=O)NCc1ccccc1Br (stereo not drawn)	-1.6%	7%	17%	-17%	3%	4%	0.0%	-7%	2.7%
COc1ccc(-c2csc3nc(-c4ccccc4F)oc(=O)c23)cc1	·	-11%	9%	-8%	11%	0%	-0.2%	6%	6.7%
COc1ccc(C2C(C#N)=C(N)Oc3n[nH]c(C)c32)cc1CN1CCN(c2ccc(F)cc2)CC1 (stereo not drawn)	-2.4%	3%	21%	7%	4%	2%	-0.2%	-12%	-1.6%	Dengue-2 NS5 capping pilot replicate=-0.9
Brc1ccccc1/C=N/Nc1nc2ccccc2o1	·	-4%	5%	4%	4%	-15%	-0.3%	-5%	0.5%
COc1cc(CCC(=O)OCC(=O)Nc2ccc(C(N)=O)cc2)cc(OC)c1OC	-0.7%	-6%	-1%	-2%	1%	-11%	0.3%	-5%	1.1%
COC(=O)c1sccc1NC(=O)/C=C/c1ccc(Cl)cc1	2.7%	-8%	-2%	-1%	11%	4%	0.0%	-5%	1.3%
CCCN1CCN(CCCNC(=O)c2cc3c(=O)[nH]c4ccc(C)cc4c3s2)CC1	·	-6%	12%	-2%	19%	9%	0.0%	-14%	-3.1%
NC(=O)C1(c2ccccc2)CCC(=O)N1c1ccccc1 (stereo not drawn)	·	4%	0%	-8%	-15%	10%	0.1%	-9%	0.7%
CC1CCN(S(=O)(=O)c2cccc(C(=O)NCc3ccco3)c2)CC1	-0.3%	-6%	7%	-6%	-7%	15%	-0.9%	-4%	1.0%	Dengue-2 NS5 capping pilot replicate=4.8
Cn1ccnc1SCC(=O)Nc1ccc2ccccc2c1	·	1%	-2%	8%	9%	2%	-0.3%	4%	1.6%
CCOC(=O)C1(Cc2cccc(OC)c2)CCN(Cc2cnc(N)nc2)CC1	0.6%	·	9%	-6%	·	-9%	-0.6%	-2%	0.9%
FC(F)c1nc2ccccc2[nH]1	0.0%	3%	25%	7%	6%	3%	-0.2%	-6%	-1.8%
CCOC(=O)c1c(NC(=O)COC(=O)c2ccc(C)s2)sc2c1CC(C)(C)NC2(C)C	·	0%	1%	-5%	5%	·	·	·	2.0%
COc1ccc(CCN2C(=O)c3ccccc3NC2c2cc(Cl)c(O)c(OC)c2)cc1 (stereo not drawn)	·	-7%	0%	4%	7%	7%	1.4%	-13%	-0.5%
Next section.
SMILES	ER stress rescue	Dengue-2 NS5 capping	SV40 large T antigen	PhoP inhibition	Rac1 GTP hydrolysis	GPR35 arrestin U2OS	West Nile virus CPE	LYP inhibition	RSV antiviral HEp-2	others
CCSc1nnc(NC(=O)c2ccc(Br)s2)s1	2.8%	7%	0%	3%	6%	1%	-0.3%	2%	7.6%
CCn1c(=O)cc(OCC(=O)Nc2ccc(C)cn2)c2ccccc21	-0.3%	18%	-7%	-6%	6%	4%	0.8%	-1%	0.0%	Dengue-2 NS5 capping pilot replicate=1.2
COC(=O)Cc1ccc(NC(=S)Nc2ccc(N3CCOCC3)cc2)cc1	1.3%	48%	20%	-5%	-5%	2%	1.0%	1%	1.9%
O=C(O)CC/C(=N\Nc1ccc(S(=O)(=O)N2CCCC2)cc1[N+](=O)[O-])c1cccs1	5.1%	27%	17%	10%	2%	-6%	1.9%	-1%	·
CC(C)N(C(=O)COC(=O)[C@@H]1CC(O)CN1S(=O)(=O)c1ccc(C(C)(C)C)cc1)C(C)C (stereo partly drawn)	-2.6%	-12%	5%	1%	-9%	-6%	-0.5%	-6%	-1.7%
CCOC(=O)CNC(=O)CSc1nc(NCc2ccccc2)nc(N(C)C)n1	-1.3%	·	5%	2%	18%	10%	-0.1%	1%	1.9%
N=C1C(c2ccccc2)=C(O)CN1c1ccccc1N1CCOCC1	0.3%	-2%	6%	11%	4%	-12%	0.2%	-8%	0.9%
COc1cc(C2c3c(oc4c(C)cc(C)cc4c3=O)C(=O)N2Cc2cccnc2)ccc1O (stereo not drawn)	·	-10%	·	·	2%	·	0.0%	·	1.9%
Cc1sc(NC(=O)CN2CCN(c3ccccn3)CC2)c(C#N)c1C	0.6%	-18%	-6%	-6%	11%	-8%	0.1%	2%	1.1%
CCC(=O)Nc1cccc(C(=O)OC)c1	·	-5%	7%	-5%	7%	-3%	-0.5%	-4%	1.5%
CCn1c2ccccc2c2nnc(SCC(=O)OCN3C(=O)c4ccccc4C3=O)nc21	-1.0%	-3%	11%	-8%	7%	6%	0.1%	-4%	3.0%
CC(O)[C@H]1CN=C(N)N1CCCCC1CCCCC1 (stereo partly drawn)	·	2%	4%	3%	9%	-8%	-0.3%	-11%	-0.2%
Cc1ccc(S(=O)(=O)NC(CC(=O)NC2CCCC2)c2ccco2)cc1 (stereo not drawn)	-1.6%	-4%	11%	8%	4%	20%	-0.3%	-8%	1.0%
O=C(COc1ccc(Cl)cc1Cl)NCCCN1CCOCC1	2.0%	2%	7%	7%	3%	-16%	-0.2%	-6%	2.5%
COc1ccc(NC(=O)CSc2ncnc3sc(C)cc23)cc1	·	-5%	1%	0%	6%	1%	-0.1%	-9%	5.8%
CCn1c(=O)cc(OCC(=O)NC2CC2)c2ccccc21	·	-8%	3%	1%	6%	-4%	0.6%	-8%	0.1%
C#CCOCCOCCOCCNc1nc(N2CCN(C(=O)[C@H](CCC(=O)O)n3cc(C(N)CO)nn3)CC2)nc(N2CCN(C(=O)[C@H](CCCCN)n3cc(C(N)CC(C)C)nn3)CC2)n1 (stereo partly drawn)	·	·	·	-4%	·	-8%	0.4%	-10%	·
O=C(Cn1cc2c(n1)CCCC2)NCCCN1CCN(Cc2ccccc2)CC1	-0.6%	1%	-2%	9%	-13%	8%	0.1%	1%	-1.2%
NS(=O)(=O)c1cccc(NC(=O)COC(=O)/C=C/c2ccco2)c1	-1.7%	-9%	11%	8%	-14%	-2%	0.2%	-4%	-0.4%
Cc1ccc(-c2nn3c(C)nnc3c3ccccc23)cc1S(=O)(=O)NCCN1CCOCC1	-0.8%	-1%	15%	9%	2%	9%	1.6%	-1%	-1.9%
CCOC(=O)CNC(=O)Nc1nnc(-c2ccc(OCC)cc2)o1	-0.2%	-9%	-5%	6%	6%	-12%	0.0%	-10%	2.3%
CCOC(=O)c1ccccc1NC(=O)CSc1nc(N)cc(N)n1	-1.4%	1%	12%	6%	2%	-4%	0.2%	-5%	2.4%
Cc1ccc(CNC(=O)C2CCC(CNc3c(N4CCOCC4)c(=O)c3=O)CC2)cc1 (stereo not drawn)	-0.8%	-6%	1%	-3%	11%	-2%	0.1%	1%	2.4%
COc1ccc(C2C(C#N)=C(N)Oc3cc(C)n(Cc4ccco4)c(=O)c32)cc1 (stereo not drawn)	-0.1%	-4%	13%	-6%	26%	-4%	0.2%	3%	1.0%
COCc1nc2ccccc2n1Cc1ccccc1Br	-2.0%	-1%	3%	-2%	1%	13%	-1.0%	-2%	1.5%	Dengue-2 NS5 capping pilot replicate=2.7
New compounds follow.
SMILES	ER stress rescue	Dengue-2 NS5 capping	SV40 large T antigen	PhoP inhibition	Rac1 GTP hydrolysis	GPR35 arrestin U2OS	West Nile virus CPE	LYP inhibition	RSV antiviral HEp-2	others
CN1C(=O)c2ccc(C(=O)NCc3ccco3)cc2C1=O	·	-5%	1%	7%	7%	6%	1.4%	-5%	2.7%
CN(C)Cc1nnnn1-c1ccccc1	·	-6%	24%	-13%	-6%	-9%	0.0%	-4%	0.3%
CC(=O)NC1C(=O)N=C(SCC(=O)Nc2ccc(C(F)(F)F)cc2Cl)NC1=O (stereo not drawn)	-0.6%	-4%	12%	5%	6%	5%	0.7%	-1%	-0.9%
Cc1ccc(-n2c(Cc3cccn3C)nnc2SCC(=O)NCc2ccc3c(c2)OCO3)cc1	-2.7%	-13%	11%	-10%	-3%	-7%	-0.6%	-2%	-0.4%
Fc1c(F)c(C(F)(F)F)c(F)c(F)c1N/N=C\c1cccs1	-1.1%	-3%	18%	1%	10%	1%	-1.3%	2%	16%
Nc1ccccc1NC(=O)c1ccccc1N	-2.1%	-1%	6%	-5%	1%	-4%	-0.1%	-9%	4.9%
Cc1ccc(S(=O)(=O)NN2C(=O)/C(=C/c3cccs3)SC2=S)cc1	·	35µM*	9%	-27%	-4%	-3%	0.1%	0%	4.6%
COc1ccc(CNC(=O)c2ccc(Br)cc2)cc1	-1.3%	·	1%	0%	·	19%	0.1%	-4%	1.8%
CC(C)C(=O)N1CCN(c2ccc(NC(=O)c3ccc4c(c3)OCCO4)cc2)CC1	-0.7%	-4%	5%	-13%	5%	5%	-0.5%	-1%	2.4%
Cc1noc(C)c1C(=O)N(C)CC(=O)Nc1ccc(F)c(F)c1F	·	-4%	2%	4%	4%	·	·	·	-0.5%

Sorted by SMILES length (ascending): part of the list above.
SMILES	ER stress rescue	Dengue-2 NS5 capping	SV40 large T antigen	PhoP inhibition	Rac1 GTP hydrolysis	GPR35 arrestin U2OS	West Nile virus CPE	LYP inhibition	RSV antiviral HEp-2	others
Nc1ccccc1NC(=O)c1ccccc1N	-2.1%	-1%	6%	-5%	1%	-4%	-0.1%	-9%	4.9%
COc1ccc(CNC(=O)c2ccc(Br)cc2)cc1	-1.3%	·	1%	0%	·	19%	0.1%	-4%	1.8%
CN1C(=O)c2ccc(C(=O)NCc3ccco3)cc2C1=O	·	-5%	1%	7%	7%	6%	1.4%	-5%	2.7%
CC(C)C(=O)N1CCN(c2ccc(NC(=O)c3ccc4c(c3)OCCO4)cc2)CC1	-0.7%	-4%	5%	-13%	5%	5%	-0.5%	-1%	2.4%
